Runt-CBFb FRET – inhibitors of RUNX1 Runt–CBFb binding, primary screen, biochemical, FRET, Cerulean-Runt, Venus-CBFb, uHTS; Runt-related transcription factor 1 (Homo sapiens) + Core-binding factor subunit beta …; Cerulean-Runt/Venus-CBFb FRET ratio 530/480, 1 h; inhibition, % at 20 µM; 220,000 compounds, 0.46% hits; AID 1496, 2009;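 active = inhibition over about 50% at 20 µM in the single-dose screen, limit read from the data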;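 note: 0% = DMSO wells and 100% = excess unlabeled CBFb competitor control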
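Buffer or medium: Tris pH 7.5 buffer with BSA. Assay system: Cerulean-labeled Runt domain protein. Amount: each fluorescent fusion protein 100 nM. Read-out basis: loss of energy transfer signal. Incubation: 1 h compound exposure, room temperature. Probe or stimulus: Venus-CBFb binding partner, 100 nM. Detection: FRET, excitation 422 nm, emission at 530 and 480 nm.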
Hck Nef HTS – inhibitors of Nef-activated human Hck kinase, primary screen, biochemical, Z-Lyte FRET, 384-well, Hck-YEEI; inhibition, % at 20 µM; Tyrosine-protein kinase HCK (Homo sapiens), P08631; Recombinant Hck-YEEI plus Nef, Z-Lyte FRET kinase assay; 220,000 compounds, 0.68% hits;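 active = Hck-Nef kinase inhibition above about 50%, limit read from the data; inactive = inhibition below that limit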;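 note: 0% = DMSO with Hck plus Nef and 100% = Hck alone without Nef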
Runt-SMMHC FRET – inhibitors of RUNX1 Runt–CBFb-SMMHC binding, primary screen, biochemical, FRET, Cerulean-Runt, Venus-CBFb-SMMHC, uHTS. Runt-related transcription factor 1 (Homo sapiens) + Core-binding factor subunit beta …. Cerulean-Runt/Venus-CBFb-SMMHC FRET ratio 530/480, 1 h. inhibition, % at 20 µM. 220,000 compounds, 0.74% hits;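 active = mean inhibition across duplicate retests at 20 µM reaching about 50%, limit read from the data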;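 note: 0% = DMSO wells and 100% = wells with excess untagged CBFb-SMMHC; inhibitors lower the FRET ratio by blocking Runt binding to CBFb-SMMHC; some results filed as inactive read as strong as hits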
Mdm2 ligase inh – MDM2-luciferase reporter signal enhancers, primary screen, MDM2 E3 ligase inhibitor project, cell-based, luminescence, 1536-well; AID 1230, 2008; signal enhancement, % at 5 µM; cell-based MDM2 ubiquitination luciferase reporter, 2 h; 0 = plate control, 100 = twice control, blank-subtracted; E3 ubiquitin-protein ligase Mdm2 (Homo sapiens), Q00987; 210,000 compounds, 0.11% hits;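 active = signal enhancement of 30% or more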;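 note: luminescence tracks abundance of the self-degrading MDM2-luciferase fusion protein; higher signal means inhibition of MDM2 E3 ligase activity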
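Test system: mammalian cells stably expressing self-ubiquitinating, self-degrading MDM2 E3–luciferase fusion; Amount: 2000 cells in each well; Medium: DMEM; Schedule: 4 h settle plus 2 h compound, 37 °C; Technique: SteadyLite luciferase luminescence after 15 min room-temperature reagent incubation; Benchmarks: plate control and blank wells.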
EBV gp42 inh – Epstein-Barr virus gp42 inhibitors, primary screen, biochemical, uHTS, fluorescence polarization; AID 1085, 2008; inhibition, % (tested at 21.74 µM); 220,000 compounds, 0.42% hits; Glycoprotein 42 (Epstein-Barr virus (strain AG876)), Q1HVG2; Fluorescence polarization binding assay, mP read-out; in the data active = inhibition above about 50%
Target sequence (Q1HVG2 whole entry, looked up): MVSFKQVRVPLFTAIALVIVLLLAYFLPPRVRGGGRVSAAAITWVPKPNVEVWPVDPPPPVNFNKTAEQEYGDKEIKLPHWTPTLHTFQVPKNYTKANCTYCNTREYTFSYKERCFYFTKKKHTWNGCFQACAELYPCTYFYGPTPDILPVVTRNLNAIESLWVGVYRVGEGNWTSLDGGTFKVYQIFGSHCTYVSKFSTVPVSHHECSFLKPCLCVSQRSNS
L929 necroptosis – inhibitors of zVAD-triggered necroptosis, primary screen, L929 cells. L929 zVAD necroptosis rescue, ATP luminescence, 24 h; with zVAD 60 µM. viability rescue, % at 10 µM. 220,000 compounds, 0.38% hits. AID 1377, 2008;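 active = activation, scaled between plate controls, above about 75%, limit read from the data; inactive = activation under that limit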;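 note: 0% = zVAD with DMSO and 100% = DMSO alone without zVAD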
Tb hexokinase – Trypanosoma brucei hexokinase 1 inhibitors, primary screen, biochemical, G6PDH-coupled NADH absorbance, MLSCN library. recombinant TbHK1, G6PDH-coupled NADH A340. AID 1430, 2008. hexokinase 1 [Trypanosoma brucei]. 220,000 compounds, 0.11% hits. inhibition, % at 10 µM;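 active = inhibition of 50% or more in the single-dose primary screen; inactive = inhibition below 50%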
NCF1 inh – p47phox/p22phox peptide binding inhibitors, primary screen, biochemical, uHTS, NADPH oxidase regulatory subunit | Neutrophil cytosol factor 1 (Homo sapiens), P14598 | fluorescence polarization, 2 h | inhibition, % at 24.7 µM | AID 1274, 2008 | 220,000 compounds, 0.53% hits;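 active = inhibition above about 30%, limit read from the data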;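 note: 0% = p47phox with labelled peptide and 100% = labelled peptide alone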
Target sequence (P14598 whole entry, looked up): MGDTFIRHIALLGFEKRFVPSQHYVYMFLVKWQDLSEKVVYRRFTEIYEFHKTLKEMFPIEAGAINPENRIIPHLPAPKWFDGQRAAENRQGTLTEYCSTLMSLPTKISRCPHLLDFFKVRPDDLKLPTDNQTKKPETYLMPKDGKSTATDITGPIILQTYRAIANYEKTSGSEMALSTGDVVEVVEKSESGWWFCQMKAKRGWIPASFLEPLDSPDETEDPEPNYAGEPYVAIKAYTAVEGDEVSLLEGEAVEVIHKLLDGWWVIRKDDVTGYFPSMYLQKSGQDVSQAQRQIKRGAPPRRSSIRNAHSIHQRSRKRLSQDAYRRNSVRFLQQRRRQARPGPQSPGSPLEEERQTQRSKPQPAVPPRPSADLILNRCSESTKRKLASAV
14-3-3 Bad inh – inhibitors of 14-3-3 zeta/Bad binding, primary screen, biochemical, TR-FRET, bovine 14-3-3 zeta | TR-FRET 14-3-3zeta/Dy647-pBad peptide displacement, 1 h | 220,000 compounds, 0.71% hits | 14-3-3 protein zeta/delta (Bos taurus), P63103 | inhibition, % at 21.7 µM;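 active = inhibition above about 70%, limit read from the data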;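 note: 0% = full 14-3-3 plus peptide FRET controls and 100% = background without 14-3-3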
Target sequence (P63103 whole entry, looked up): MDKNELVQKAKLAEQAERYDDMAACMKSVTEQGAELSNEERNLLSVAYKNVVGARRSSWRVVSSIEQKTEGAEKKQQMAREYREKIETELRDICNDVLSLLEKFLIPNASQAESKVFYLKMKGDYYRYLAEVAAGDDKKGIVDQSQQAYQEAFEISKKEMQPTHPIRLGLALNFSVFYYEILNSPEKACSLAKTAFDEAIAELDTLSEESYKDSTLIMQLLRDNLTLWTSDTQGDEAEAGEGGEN
Numbers without * were called inactive; · = not tested or not shown; [ ] = remark or other dose.

SMILES | Runt-CBFb FRET | Hck Nef HTS | Runt-SMMHC FRET | Mdm2 ligase inh | EBV gp42 inh | L929 necroptosis | Tb hexokinase | NCF1 inh | 14-3-3 Bad inh
COC(=O)C1C2c3ccccc3OC1(C)N=c1s/c(=C/c3cnn(C)c3C)c(=O)n12 (stereo not drawn) | 0 | 11 | -4 | 13 | 0 | -0.3 | -52 | -15 | -2[fluorescence artefact?]
CC(C)(CN)CC(=O)O | 4 | 9 | -3 | -7 | -12 | -0.3 | -5 | 0 | -2
O=C(COc1ccc(Cl)cc1)N1CCN(Cc2ccc([N+](=O)[O-])cc2)CC1 | -5 | 9 | -2 | -16 | -15 | -0.6 | 8 | -5 | 37
CCCCn1c(O)c(C(CC)=NCc2cccnc2)c(=O)[nH]c1=O | 0 | 3 | -3 | -18 | -9 | -0.8 | -3 | -12 | 6
O=C(O)c1ccc2c(c1)C1C(Cl)C(Sc3ccccc3[N+](=O)[O-])CC1C(c1cccc([N+](=O)[O-])c1)N2 (stereo not drawn) | 38 | 14 | 28 | -11 | 15 | 1.4 | 9 | 8 | 9
CCCCn1c(O)c(C=NCCCn2ccnc2)c(=O)[nH]c1=O | -1 | 2 | -6 | -3 | -17 | 0.6 | 3 | -1 | -6
O=C(Cc1ccc(Cl)c(Cl)c1)NCC1(N2CCOCC2)CCCCC1 | -4 | 24 | -1 | -6 | 5 | -0.8 | -1 | -10 | -17
O=C(c1cc(S(=O)(=O)N2CCCCC2)ccc1F)N1CCC2(CC1)OCCO2 | 1 | -2 | 2 | -8 | -10 | -0.2 | -3 | -6 | -14[fluorescence artefact?]
CNC(C(=O)c1ccccc1)C(OC)c1ccccc1 (stereo not drawn) | 0 | 4 | 1 | -17 | -19 | -0.4 | 0 | 0 | 36[fluorescence artefact?]
CCOC(=O)c1c(/N=C/c2c(O)n(-c3ccccc3F)c(=S)[nH]c2=O)sc2c1CCCC2 | 30 | 7 | 17 | -13 | 130* | -0.7 | 8 | -55 | -18[fluorescence artefact?]
CN1C(=O)C(=Cc2ccc(N3CCCCCC3)o2)C(=O)N(C)C1=S | -11 | 1 | -43 | -11 | -149 | 0.1 | 5 | -129 | -4[fluorescence artefact?]
CCCCC(=O)N/N=C/c1c(O)n(CC)c(=S)[nH]c1=O | 2 | 3 | 5 | -23 | -22 | -0.6 | -14 | -41 | 3[fluorescence artefact?]
CSc1ccc(C(=O)C2CCCN(CCCn3cccn3)C2)cc1 (stereo not drawn) | 0 | 19 | 0 | -9 | 4 | -0.5 | -18 | -6 | 30
Cc1ccc2c(c1)[C@@H]1CN(C)CC[C@@H]1N2C(=O)Nc1cccc(C(F)(F)F)c1 | 2 | 3 | 2 | -15 | -11 | 7.9 | 1 | -13 | -13
CC(=O)c1ccc2c(c1)C1C(Cl)C(Sc3ccccc3[N+](=O)[O-])CC1C(C(=O)O)N2 (stereo not drawn) | 16 | 25 | -6 | -18 | 26 | 0.3 | -10 | 17 | -3
COc1cccc(CNCCc2ccccc2)c1OC | 0 | 28 | -3 | -11 | -1 | -0.5 | 11 | 2 | -8
CN(Cc1ccccc1)C(=C(Cl)Cl)/C(=C1/NCCN1Cc1ccc(Cl)nc1)[N+](=O)[O-] | 2 | -2 | -1 | -13 | 5 | -0.6 | -15 | -10 | -11
CN(C)C(=O)Oc1ccc(OCc2cccc[n+]2C)cc1 | 0 | 4 | 4 | -2 | -2 | 0.4 | -1 | 0 | -5[fluorescence artefact?]
Cc1ccc(S(=O)(=O)N(C)C)cc1NC(=O)C(C)[N+]12CCN(CC1)CC2 (stereo not drawn) | -1 | -1 | -2 | -2 | -3 | 1.7 | -6 | -7 | -9
CC(=O)N1CN2CN(C1)CN(C(C)=O)C2 | 0 | -18 | 0 | -10 | -10 | · | 0 | -10 | -2
CCNCCNc1ccc([N+](=O)[O-])c2cccnc12 | 2 | 0 | 2 | -4 | -14 | 26 | -8 | -11 | -3
CC1=C2C3OC(=O)C(C)C3CC[C@@]2(C)C=CC1=O (stereo partly drawn) | 0 | 23 | -2 | -5 | -5 | 0.0 | -6 | 1 | -9
Cc1cc(N2C(=O)C3CCCN3C2c2ccccc2)no1 (stereo not drawn) | 0 | 1 | -10 | -9 | -15 | 1.1 | -13 | -11 | -5
O=P(N1CCCCC1)(N1CCCCC1)C(Cl)(Cl)Cl | 1 | -11 | 3 | -1 | -5 | -0.7 | 12 | 3 | -5
CC(NCc1ccc(Cl)c(Cl)c1)C(O)c1ccccc1 (stereo not drawn) | 0 | 10 | 3 | -13 | -7 | 0.6 | 0 | -10 | 38[fluorescence artefact?]
COc1ccc(N=Nc2c(O)[nH]c(=S)[nH]c2=O)cc1 | -20 | 13 | -46 | -11 | -125 | 1.3 | -11 | -102 | -7
C=Cn1ccnc1P(=S)(c1nccn1C=C)C1CCCCC1 | -3 | 2 | -6 | -5 | -2 | 0.4 | 6 | 1 | 7
CCNc1nc2[nH]c(=O)c3c(c2s1)OC(N)=C(C#N)C3c1cccs1 (stereo not drawn) | -2 | 0 | -4 | -31 | 1 | 0.0 | -6 | -69 | 1
N#CC12CNCC1CN=N2 (stereo not drawn) | -1 | 2 | 1 | -1 | -23 | 0.2 | -1 | -14 | -1
Cc1ccc(OCC(=O)N2CCN(C)CC2)c(Br)c1 | 1 | 3 | 1 | -9 | 1 | -0.3 | -3 | -13 | -7
Cc1[nH]c2ccccc2c1/C=N/O | 0 | 2 | -7 | 0 | -14 | 0.1 | -7 | -7 | -11[fluorescence artefact?]
Cc1noc(C)c1C(=O)N1CCC2(CC1)OCCO2 | -2 | 1 | 1 | -9 | -5 | 0.1 | 4 | -4 | -7
Cc1ccc2c(c1)C1CN(C)CCC1N2C(=O)CCCN1C(=O)c2cccc3cccc(c23)C1=O (stereo not drawn) | 1 | -11 | -1 | -21 | -8 | 0.1 | -25 | 0 | 10
COc1ccc(/C=C2/C(=O)NC(=O)N(C3CCCCC3)C2=O)cc1CSc1ccccn1 | · | 1 | -17 | -15 | -2 | 0.4 | 2 | -13 | -5
CCC(=NCc1ccco1)c1c(O)n(C)c(=O)n(C)c1=O | 1 | 9 | 0 | -2 | 2 | 0.1 | 2 | -2 | -11
Cc1[nH]c2ccccc2c1C1=CCNCC1 | -1 | 0 | -10 | -7 | -20 | 1.9 | 2 | -17 | -15
C[N+]12CCC(CC1)C(=C(c1ccccc1)c1ccccc1)C2 | -6 | 4 | 5 | 9 | -26 | 0.1 | 9 | -6 | 12[fluorescence artefact?]
Cc1ccc(S(=O)(=O)NCC2CCC(C(=O)N3CCC4(CC3)OCCO4)CC2)cc1 (stereo not drawn) | 0 | 0 | 4 | -18 | -18 | 0.9 | 5 | -10 | -7
CC(=O)c1c(C)n(CC2CCCO2)c2ccc(O)cc12 (stereo not drawn) | 0 | 1 | -1 | -4 | -11 | 0.5 | -6 | -5 | 5[fluorescence artefact?]
CCC(=O)c1ccc(OC(=O)N(C)c2ccccc2)cc1 | 1 | 23 | 1 | -6 | 1 | 0.5 | -6 | -4 | -7
O=C1N(c2ccc(Cl)cc2)C(c2cccnc2)N2CCCN12 (stereo not drawn) | 0 | 19 | 0 | -11 | 2 | 4.9 | -2 | -6 | -14
Cc1nc2nc(C)c(CCC(=O)N3CCC4(CC3)OCCO4)c(C)n2n1 | 0 | 0 | -2 | -4 | 10 | -0.1 | 3 | -7 | -11[fluorescence artefact?]
Cc1cccn2c(=O)c3cc(C(=O)N4CCC5(CC4)OCCO5)n(C)c3nc12 | 29 | 54* | 83* | -17 | -17 | -0.2 | -25 | -3 | 6
CN(Cc1ccccc1)Cc1ccccc1OC(=O)N(C)C | 0 | -1 | 4 | -8 | -8 | 0.5 | -5 | -3 | 24
CCC1(CC)C(=N)N(C)C(=O)NC1=O | 4 | 4 | 4 | 3 | -5 | 0.8 | 10 | -8 | -13[fluorescence artefact?]
COc1ccc(C2C(C(=O)N3CCC4(CC3)OCCO4)c3cc(OC)c(OC)cc3C(=O)N2C)cc1 (stereo not drawn) | 1 | -5 | -2 | -15 | -4 | 1.3 | -2 | -10 | -6
COc1ccc(-c2csc(NC(=O)COC(=O)Cc3ccccc3)n2)cc1OC | -2 | 4 | -8 | -4 | -6 | 1.1 | -15 | -5 | -23
CCOC(=O)c1ccc(N2C(=O)CC(N3CC=C(c4ccc(F)cc4)CC3)C2=O)cc1 (stereo not drawn) | 4 | 5 | -4 | 1 | -21 | -0.2 | -11 | -53 | -3
CN1C(=O)C(=Cc2ccccc2Oc2ccc(Cl)cc2)C(=O)N(C)C1=O | 1 | 2 | 1 | -15 | -14 | 0.3 | 6 | -12 | 37[fluorescence artefact?]
COc1ccc(OC)c(N2Cc3ccccc3C2=N)c1 | 3 | 2 | -7 | -5 | 0 | 0.7 | -3 | -10 | -3
Cc1cc(=O)[nH]c(CCl)n1 | -1 | -4 | -1 | -8 | 3 | 1.1 | 2 | -6 | -6
COc1ccc(C(=O)C(C)(C)NO)cc1 | 8 | 16 | -2 | 10 | -9 | 0.0 | 4 | -10 | 41
CN1CCN(c2ccc([N+](=O)[O-])c(Sc3ccccn3)c2)CC1 | 0 | 16 | -2 | -15 | -11 | -1.6 | -14 | -2 | -3
O=C1NC(=S)NC(=O)C12C(c1ccc(F)cc1)NC(=S)NC2c1ccc(F)cc1 (stereo not drawn) | 7 | 1 | 5 | -21 | -24 | 1.6 | -14 | 0 | -1
C=C1C(=O)O[C@@H]2C[C@@H](C)[C@H]3C=CC(=O)[C@]3(O)C[C@@H]12 | -1 | 27 | -5 | -4 | -2 | -1.8 | -14 | 1 | 10
O=C1CCN(C(=O)Cc2ccccc2[N+](=O)[O-])CC1 | · | 4 | 2 | -12 | -16 | 1.9 | 1 | 2 | 7

Assay outcomes: PubChem BioAssay, several laboratories

The list is partial (hit frequency here may not be typical).
